Assay outcomes from PubChem BioAssay.
Vif-A3G inh = inhibitors of Vif-APOBEC3G interaction; Q9HC16; HeLa A3G-eYFP + Vif (tagged APOBEC3G with the HIV-1 protein that degrades it), YFP fluorescence, overnight; Potency, µM (doses to about 46.1 µM), for inactives: at the highest dose activity, negative = active, actives largely listed as inhibitors; 0.076% of 410,000 active; AID 602310;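 note: % is set by controls: 0 for no effect and ±100 for the full control effect; nearly all actives have a fitted effect of over 60% in size; hits raise eYFP signal because A3G escapes Vif-driven loss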
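Read-out is eYFP fluorescence (Ex 488/Em 500-530) from Vif-expressing HeLa A3G-eYFP cells; more signal means A3G escaped Vif-mediated degradation. Cells plated overnight, compound pinned in, incubated overnight at 37 deg C.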
IDH1 R132H inh = blocks human mutant IDH1 R132H enzyme; IDH1-R132H enzyme, NADPH consumption, diaphorase/resazurin fluorescence; Potency, µM (highest dose often 76.6 µM), for the others: at the top dose activity change, negative = inhibition, most hits filed as inhibitors; 0.093% of 390,000 active; AID 602179; note: % is set by controls: 0 for no effect and ±100 for the full control effect; nearly all actives have a fitted effect of over 65% in size
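IDH1-R132H (0.5 ug/mL) preincubated 30 min with compound, then NADPH (0.016 mM) and alpha-KG (2 mM) added; 80 min at RT, pH 7.5. Remaining NADPH coupled via diaphorase/resazurin to fluorescence (540/590 nm); concentration-response curves normalized to no-enzyme control.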
TrxR1 inh = blocks rat thioredoxin reductase 1. AID 588453. Potency, µM (doses to about 114 µM), for inactives: at the highest dose activity change, negative = inhibition, hits mostly inhibitors. 1% of 390,000 active. recombinant rTrxR1, NADPH fluorescence consumption, selenite substrate; note: % is set by controls: 0 for no effect and ±100 for the full control effect; nearly all actives have a fitted effect of over 65% in size
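Rat TrxR1 (90 nM in the dispensed reagent) was pre-reduced with 400 uM NADPH for 5 min at room temperature, then incubated with compound for 15 min. After 400 uM selenite was added, NADPH fluorescence (Ex 340/Em 450 nm) was followed for 8 min.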
ALOX12 inh = ALOX12 (human) lipoxygenase inhibition. Potency, µM (titrated, usually from 108 µM), for the others: at the top dose activity change, negative = inhibition, actives largely listed as inhibitors. 1.1% of 580,000 active. purified 12hLO, xylenol orange hydroperoxide absorbance; note: % is set by controls: 0 for no effect and ±100 for the full control effect
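Hydroperoxide product was detected by ferrous iron/xylenol orange as the 573 to 405 nm absorbance ratio. Arachidonic acid at 40 uM (final) was turned over for 30 min at room temperature by 150 nM human 12hLO, pH 7.0 Hepes buffer, after 15 min compound preincubation.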
RGS4 inh = blocks human RGS4-accelerated GTP hydrolysis | P49798 | Potency, µM (titrated, usually from 114 µM), inactives show at the top dose activity change, negative = inhibition, actives largely listed as inhibitors | Transcreener GDP fluorescence polarization, RGS4-accelerated GTP hydrolysis | 0.039% of 390,000 active; note: % is set by controls: 0 for no effect and ±100 for the full control effect; nearly all actives have a fitted effect of over 75% in size; some results filed as inactive show a strong effect at the top dose
Target sequence (P49798 whole entry, looked up): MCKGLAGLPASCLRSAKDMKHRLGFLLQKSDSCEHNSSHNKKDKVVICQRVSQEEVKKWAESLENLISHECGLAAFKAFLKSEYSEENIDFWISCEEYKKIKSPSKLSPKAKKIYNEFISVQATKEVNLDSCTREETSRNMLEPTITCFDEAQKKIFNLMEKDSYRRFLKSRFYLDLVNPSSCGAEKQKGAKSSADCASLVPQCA
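MLSMR compounds (23 nl, pin-transferred) preincubated 10 min at room temperature with a 500nM (2x) first reagent, then RGS4 at 900nM (2x) plus Transcreener GDP mix added; fluorescence polarization (620/688 nm) read before and after 90 min at 30 °C.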
USP1-UAF1 inh = USP1/UAF1 (human) deubiquitinase inhibition; recombinant USP1/UAF1, Ub-Rhodamine cleavage fluorescence; Potency, µM (series often up to 57.1 µM), without a hit: top-dose activity change, negative = inhibition, actives largely listed as inhibitors; 0.23% of 390,000 active; AID 743255; note: % is set by controls: 0 for no effect and ±100 for the full control effect; nearly all actives have a fitted effect of over 60% in size; inactives centre near -12
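USP1/UAF1 complex (1 nM) preincubated 15 min at room temperature with compound, then Ub-Rho substrate (150 nM final) added. Kinetic fluorescence at 480/540 nm over 6 reads at 60 s intervals; 50 mM HEPES pH 7.8, 0.5 mM EDTA, 0.1 mg/ml BSA, 1 mM TCEP, 0.01% Tween-20.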
TrxR1 substrate = substrates of rat thioredoxin reductase 1; O89049; purified TrxR1 substrate turnover, NADPH consumption readout; Potency, µM (series often up to 114 µM), without a hit: at the highest dose activity change, negative = substrate turnover; 0.01% of 390,000 active; note: % is set by controls: 0 for no effect and ±100 for the full control effect; nearly all actives have a fitted effect of over 50% in size
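Rat TrxR1, dispensed at 90 nM, was prereduced with 400 uM NADPH (final) for 5 min at ~22 deg C, then incubated with compound 15 min before 400 uM selenite. A first-read NADPH fluorescence drop versus no-compound background flagged substrates.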
Vif-A3F inh = Vif-A3F binding inhibition | HeLa A3F-eYFP + Vif (tagged APOBEC3F with the HIV-1 protein that degrades it), YFP fluorescence increase | Potency, µM (series often up to 46.1 µM), for inactives: top-dose activity, negative = active | 0.2% of 390,000 active | AID 602313; note: % of control where 0% means no effect; nearly all actives have a fitted effect of over 65% in size
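HeLa cells stably expressing Vif plus C-terminally eYFP-tagged A3F were seeded, incubated overnight at 37 deg C, dosed with compound, incubated overnight again at 37 deg C. Yellow fluorescence (Ex 488/Em 500-530) reported blocked Vif-mediated A3F-eYFP degradation.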
RXFP1 ag = RXFP1 (human) receptor agonism; HEK293T-RXFP1 cAMP TR-FRET, 30 min; response scale: percent of porcine relaxin response, buffer zero; 0.3% of 370,000 active; Potency, µM (series often up to 57.5 µM), for inactives: top-dose activation, most hits filed as activators; Q9HBX9; note: % is set by controls: 0 for no effect and ±100 for the full control effect; nearly all actives have a fitted effect of over 60% in size; many of its hits are not listed in these tables
Target sequence (Q9HBX9 whole entry, looked up): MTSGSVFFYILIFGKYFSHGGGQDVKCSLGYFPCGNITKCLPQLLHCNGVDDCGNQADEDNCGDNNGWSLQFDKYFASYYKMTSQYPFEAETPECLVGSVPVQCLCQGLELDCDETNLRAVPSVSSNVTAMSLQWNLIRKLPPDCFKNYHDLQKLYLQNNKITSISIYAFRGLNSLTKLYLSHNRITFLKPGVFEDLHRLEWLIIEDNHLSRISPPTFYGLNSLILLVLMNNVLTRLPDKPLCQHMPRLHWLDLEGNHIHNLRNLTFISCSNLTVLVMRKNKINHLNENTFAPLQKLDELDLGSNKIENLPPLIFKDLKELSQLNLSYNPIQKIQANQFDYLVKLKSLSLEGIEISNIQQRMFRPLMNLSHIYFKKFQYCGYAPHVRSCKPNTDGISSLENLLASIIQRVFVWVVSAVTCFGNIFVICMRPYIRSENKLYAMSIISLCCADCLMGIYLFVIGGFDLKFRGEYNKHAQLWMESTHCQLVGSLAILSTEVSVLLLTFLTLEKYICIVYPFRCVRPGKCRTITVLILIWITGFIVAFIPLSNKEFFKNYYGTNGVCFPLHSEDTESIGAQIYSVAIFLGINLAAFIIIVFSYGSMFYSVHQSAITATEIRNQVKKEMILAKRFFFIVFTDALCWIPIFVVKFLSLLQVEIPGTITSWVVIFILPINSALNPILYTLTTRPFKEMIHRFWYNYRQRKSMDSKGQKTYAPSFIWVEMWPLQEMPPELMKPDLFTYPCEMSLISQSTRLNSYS
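HEK293 cells stably expressing RXFP1, treated 30 min at 37C with compounds plus PDE4 inhibitor Ro 20174; cAMP measured by HTRF TR-FRET. Normalized to buffer and 29 nM porcine relaxin; EC50 by Hill fit.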
Starred values were filed as active, the others as inactive; u = inconclusive; x = not tested or not shown; & = joins results of further samples; [ ] = another dose, or the depositor's remark. Calls come from the whole dose curve; as a rule, active = well fitted curve in the direction sought with a large enough effect; inconclusive = small, poorly fitted or top-dose-only effect, or another doubt; inactive = no such curve, though single readings can be large; an effect the other way counts as inactive or inconclusive. Potency is the fitted concentration of half-maximal effect.

SMILES	Vif-A3G inh	IDH1 R132H inh	TrxR1 inh	ALOX12 inh	RGS4 inh	USP1-UAF1 inh	TrxR1 substrate	Vif-A3F inh	RXFP1 ag
CC(SCc1ccccc1)C(=O)Nc1ccccc1Br (stereo not drawn)	-6%	8%	16%	46%[activator]	-15%	-11%	5%	14%	0.2%
CCC(C)(C(=O)NC1CCCCC1)N(CC1CCCO1)C(=O)CNC(=O)c1ccccc1 (stereo not drawn)	0%	9%	-4%[57.1 µM]	0%	-18%	-18%	13%[57.1 µM]	0%	-0.9%
CC(=O)Nc1cccc(-c2csc(NCc3ccccc3)n2)c1	-8%	9%	16%	u	-26%	-3%	-7%	-5%	-0.1%
C[C@H](NC(=O)NCc1cccs1)C(=O)O	-3%	8%	10%	-2%	-13%	2%	3%	-2%	2.8%
CCC/C(O)=C1\C(=O)CCCC1=NCCCCCC(=O)O	1%	1%	6%	45%[activator]	-7%	5%	8%	-5%	0.0%
Cc1ccccc1NC(=O)c1ccc2c(c1)OCCO2	-3%	0%	8%	2%	16%	-14%	-4%	-2%	1.9%
COc1cccc(C(C)N(C)Cc2nc(COc3ccccc3)no2)c1 (stereo not drawn)	4%	-3%	13%	2%	14%	-9%	-2%	-9%	4.8%
Cc1ccccc1NC(=S)NNc1ncc(C(F)(F)F)cc1Cl	0%	-4%	-2%	u	u	-7%	1%	0%	-0.4%
Nc1nnc(CC(=O)N/N=C\c2ccc(-c3cccc(Cl)c3)o2)s1	-8%	-16%	-14%	0%	-6%[56.9 µM]	-21%	-6%	-2%	-0.1%
CCOC(=O)c1c(-c2ccccc2)oc2cc(Br)c(OCc3ccccc3)cc12	-3%	0%	10%	-5%	8%	6%	29%	-5%	-2.4%
c1ccc(Nc2nc(N3CCOCC3)nc(N3CCOCC3)n2)cc1	1%	-1%	-9%	-20%	-27%	-1%	-5%	1%	-0.2%
Cc1ccnc(NS(=O)(=O)c2ccc(NC(=O)c3ccc(S(=O)(=O)N4CC(C)OC(C)C4)cc3)cc2)n1 (stereo not drawn)	-1%	1%	-15%	-23%	-14%	-7%	-10%	-5%	5.9%
C=CCn1c(-c2ccoc2C)n[nH]c1=S	1%	8%	8%	-21%	6%	6%	10%[57.1 µM]	-4%	0.6%
O=C(NCc1ccncc1)c1cc(S(=O)(=O)N2CCOCC2)c(Cl)cc1Cl	1%	11%	5%	13%	-10%	-20%	-1%	-8%	0.3%
C[N+]1([O-])[C@@H]2Cc3cc4c(cc3[C@@H]1Cc1cc3c(cc12)OCO3)OCO4 (stereo partly drawn)	1%	-15%[38.3 µM]	16%[2.29 µM]	-3%	21%	u	3%	0%	-0.4%
COc1ccc(CNC(=O)c2cc3c(-c4ccc(Cl)cc4)nn(C)c3s2)cc1	6%	0%	-1%	-26%	-14%	6%	12%	-1%	-0.7%
COc1ccc(C2(C)NC(=O)N(CC(=O)Nc3c(C)n(C)n(-c4ccccc4)c3=O)C2=O)cc1 (stereo not drawn)	-1%	-13%	7%	u	-15%	-15%	3%	-10%	-1.3%
O=C(NNc1ccc([N+](=O)[O-])cc1)C1CC2CCCC(C1)C2=O (stereo not drawn)	-1%	-1%	-7%[57.1 µM]	u	-23%	-6%	0%[57.1 µM]	-2%	0.4%
CCCCn1c(=O)[nH]c(=O)c2c1nc(-c1ccsc1)n2Cc1ccccc1	-10%	0%	33%[57.1 µM]	-15%	-29%	-17%	5%[57.1 µM]	-10%	0.6%
O=C(COC(=O)c1ccc2c(c1)S(=O)(=O)N=C1CCCCCN12)NCc1cccs1	-5%	12%	10%	51%[activator]	-27%	-18%	3%	1%	4.7%
CCC1SC2=NCCN2C1(O)c1ccc(Cl)cc1 (stereo not drawn)	-1%	-3%	11%	24%	-18%	0%	9%	0%	1.1%
CCCCn1c(NCc2ccc(OC)cc2O)nc2ccccc21	-2%&4%	2%&-8%	10%	u	-3%	-23%&-14%	-3%	-2%&-3%	2.1%
O=C(O)CSc1nnc(-c2cccc(S(=O)(=O)N3CCOCC3)c2)n1-c1ccc(F)cc1	-3%	-2%	23%	156%[activator]	-7%	-23%	3%	-2%	x
N#Cc1cc2c(=O)n3ccccc3nc2n(-c2nnc(SCc3ccccc3)s2)c1=O	x	x	25%	u	-19%	-23%	78%[activator]	x	0.7%
Cc1cccc(C(=O)Nc2nnc(S(=O)(=O)N(C)c3ccccc3C)s2)c1	5%	21%	-4%	2%	6%	-16%	-5%	4%	0.0%
O=C1CC2c3ccccc3C1C1C(=O)N(Cc3ccccc3)C(=O)C21 (stereo not drawn)	2%	11%	26%[57.1 µM]	-7%	-7%	-3%	11%[57.1 µM]	2%	4.4%
CC1(c2nnc(-c3ccc(F)cc3)o2)CC(c2c(Cl)cccc2Cl)=NO1 (stereo not drawn)	2%	10%	6%	0%	7%	-12%	-3%	2%	-1.5%
Cc1cc(=O)oc2cc(NC(=O)Cc3ccccc3[N+](=O)[O-])ccc12	1%	-6%	-22%	12%	-14%	-24%	98%[activator]	-9%	0.2%
Cc1cc(C)nc(N2CCC(C(=O)NCc3ccco3)CC2)n1	-5%	3%	17%[57.1 µM]	-23%	-8%	-12%	15%	u	-0.4%
Cc1cc(C(=O)CSc2ccc(Cl)cc2)cc(C)c1OC(=S)N(C)C	-1%	4%	9%[0.457 µM]	-10%	-20%	4%	-6%	-7%	0.3%
OCc1nc2c(ccc3ccccc32)[nH]1	0%	4%	0%	-32%	-8%	-9%	2%	0%	-0.5%
Cc1ccc2c(=O)cc(C(=O)Nc3c(C)n(C)n(-c4ccccc4)c3=O)oc2c1C	-2%	-4%	13%	-3%	-3%	-13%	1%	1%	0.9%
CCCCn1c(-c2ccc([N+](=O)[O-])cc2)n[nH]c1=S	-6%	-2%	-26%	u	-25%	1%	-6%	-6%	-1.4%
COc1cccc(C(=O)NNC(=O)c2ccccc2Br)c1	2%	12%	16%	4%	21%	7%	-3%	0%	0.5%
CC(C)(C)c1cc(NC(=O)NN2CCOCC2)nn1-c1c(Cl)cc(Cl)cc1Cl	1%	7%	3%	u	20%	6%	-9%	4%	0.7%
COc1ccc(-c2coc3cc(OC)cc(OC)c3c2=O)cc1	-2%	-13%	13%	-12%	17%	-6%	7%	-5%	-0.2%
Cc1ccc(CSc2nnc(CNc3ccc(F)cc3)o2)cc1	-8%	2%	3%[57.1 µM]	5%	-10%	-18%	5%[57.1 µM]	0%	1.4%
CCOc1cc(/C=C2/C(=O)ON=C2C)ccc1OCc1ccccc1	-5%	-10%	u	u	u	-33%	-3%	0%	0.9%
COc1ccc(OCC(=O)N2N=C(C(F)F)CC2(O)C(F)F)cc1 (stereo not drawn)	1%	-1%	36%[57.1 µM]	-24%	13%	-2%	2%	-17%	3.3%
COc1ccc(-c2[nH]ncc2CN(C)Cc2cnccn2)c(OC)c1	2%	-5%	-9%[57.1 µM]	0%	-15%	3%	2%	3%	1.0%

Compounds listed so far containing bromine:
SMILES	Vif-A3G inh	IDH1 R132H inh	TrxR1 inh	ALOX12 inh	RGS4 inh	USP1-UAF1 inh	TrxR1 substrate	Vif-A3F inh	RXFP1 ag
CC(SCc1ccccc1)C(=O)Nc1ccccc1Br (stereo not drawn)	-6%	8%	16%	46%[activator]	-15%	-11%	5%	14%	0.2%
CCOC(=O)c1c(-c2ccccc2)oc2cc(Br)c(OCc3ccccc3)cc12	-3%	0%	10%	-5%	8%	6%	29%	-5%	-2.4%
COc1cccc(C(=O)NNC(=O)c2ccccc2Br)c1	2%	12%	16%	4%	21%	7%	-3%	0%	0.5%

New compounds follow.
SMILES	Vif-A3G inh	IDH1 R132H inh	TrxR1 inh	ALOX12 inh	RGS4 inh	USP1-UAF1 inh	TrxR1 substrate	Vif-A3F inh	RXFP1 ag
Cc1noc(C)c1CCC(=O)NC1CCCN(Cc2ccc(Cl)cc2)C1 (stereo not drawn)	2%	-15%	12%	3%	30%	-6%	0%	-2%	0.6%
COCCn1c(=O)[nH]c2cc(C(=O)NCc3ccccc3Cl)ccc2c1=O	0%	0%	13%	-2%	-6%	-20%	9%	0%	3.4%
CCC1(C)NC(=O)N(/N=C/c2cc(OC)c(O)c(OC)c2)C1=O (stereo not drawn)	4%	1%	4%[57.1 µM]	-3%	-29%	-14%	-7%[57.1 µM]	13%	-0.9%
COc1ccc(C2=NS(=O)(=O)N(C)C(C(=O)NCc3ccc4c(c3)OCO4)=C2)cc1	1%	-4%	-2%[57.1 µM]	1%	9%	-8%	-3%[57.1 µM]	1%	0.4%
Cc1cccc2cc3c(N)c(C(=O)N4CCOCC4)sc3nc12	u	7%	-2%	25µM*	-34%	-4%	-1%	22µM*	1.8%
CCOc1ccccc1CNC(=O)C1CCN(C2=NS(=O)(=O)C(c3ccc(C)c(C)c3)=C2C)CC1	x	x	2%[57.1 µM]	-28%	4%	8%	-1%[57.1 µM]	x	u
COc1cccc(C(=O)OCC(=O)c2ccc(Br)s2)c1OC	-7%	13%	-18%	u	-10%	-15%	-8%	-4%	2.9%
Cc1cc(C)cc(-n2c(SCC(=O)N3CCOCC3)nc3c([nH]c4ccccc43)c2=O)c1	2%	13%	-1%[57.1 µM]	u	2%	-20%	-1%[57.1 µM]	-7%	7.8%

These rows are one share of the data. The share of hits here may be higher or lower than overall.
